High-throughput results from PubChem.
Scp-1 inhibitor = blocks human Scp-1 phosphatase activity; Recombinant Scp1, phosphopeptide, malachite green phosphate absorbance; inhibition, % at 20 µM; 0.88% of 340,000 active; AID 493091;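 active means inhibition above about 50% at 20 µM, limit read from the data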;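 further: plate controls were DMSO wells with enzyme for no effect and wells lacking enzyme for full effect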
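Assay system: SCP-1 catalytic fragment, aa 76-261 | Buffer or medium: Tris acetate buffer pH 5.5 with MgCl2 and Tween-20 | Compound: One concentration, 20 µM, with 1.0% DMSO | Also added: Phospho 17-mer peptide substrate | Signal: Absorbance at 630 nm | Incubation: 45 min enzyme reaction at room temperature | Measure: % inhibition of SCP-1 phosphate liberation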
STEP block = inhibitors of human striatal-enriched phosphatase STEP; recombinant STEP, OMFP fluorogenic substrate, fluorescence; inhibition, % at 20 µM; 0.25% of 360,000 active; AID 588621;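 active means inhibition at 20 µM, scaled per plate between control wells, above about 37%, limit read from the data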;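 further: 0% = DMSO with enzyme and substrate and 100% = substrate only without enzyme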
Target sequence (P54829 whole entry, looked up): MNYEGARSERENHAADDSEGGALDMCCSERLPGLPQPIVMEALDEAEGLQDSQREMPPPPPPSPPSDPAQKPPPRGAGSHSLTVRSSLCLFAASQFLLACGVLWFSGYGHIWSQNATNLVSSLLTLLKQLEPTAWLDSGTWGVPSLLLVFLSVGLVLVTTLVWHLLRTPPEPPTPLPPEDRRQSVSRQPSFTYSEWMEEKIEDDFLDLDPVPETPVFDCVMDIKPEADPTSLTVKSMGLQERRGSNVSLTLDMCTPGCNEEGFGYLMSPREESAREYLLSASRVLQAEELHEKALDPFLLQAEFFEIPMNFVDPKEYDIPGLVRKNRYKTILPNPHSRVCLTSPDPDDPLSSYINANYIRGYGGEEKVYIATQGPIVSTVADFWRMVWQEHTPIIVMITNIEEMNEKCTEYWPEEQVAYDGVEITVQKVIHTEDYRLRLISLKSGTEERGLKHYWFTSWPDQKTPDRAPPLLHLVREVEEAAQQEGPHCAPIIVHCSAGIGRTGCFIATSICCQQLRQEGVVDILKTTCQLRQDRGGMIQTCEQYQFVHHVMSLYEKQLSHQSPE
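Measure: Control-normalized % inhibition with plate pattern correction | Test system: STEP phosphatase, cell-free reaction | Medium: pH 6.0 Bis-Tris with DTT and Tween 20 | Technique: Fluorescence, 480/540 nm | Times: Reaction 20 min, ambient temperature | Doses: Single compound dose of 20 µM, 1% DMSO final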
NadD inh = inhibitors of Staphylococcus aureus NadD; purified NadD enzyme, colorimetric absorbance read-out; inhibition, % at 20 µM; 0.78% of 360,000 active; AID 602399; in the data active means inhibition above about 26%; further: some compounds past the cut are filed as inactive
SUMO1 PPI mod = SUMO1-SIM interaction modulation. P63165. SUMO1 binding to a labelled peptide, TR-FRET, 1 h. inhibition, % at 20 µM. 0.33% of 360,000 active. AID 602429; in the data active means inhibition above about 37%
Target sequence (P63165 whole entry, looked up): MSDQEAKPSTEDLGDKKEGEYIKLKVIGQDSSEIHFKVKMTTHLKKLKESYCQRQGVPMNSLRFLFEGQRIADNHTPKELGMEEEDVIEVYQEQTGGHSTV
NRP1-CendR mod = alters CendR peptide binding to human NRP-1; O14786; FAM-RPARPAR peptide binding to NRP-1, fluorescence polarization; inhibition, % at 25 µM; 0.85% of 360,000 active; AID 602438;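 active means inhibition or corrected inhibition above about 18%, plus a signal ratio from 0.5 to 1.5, limit read from the data, passing the limit was not always enough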; further: strong numbers were not always called active
LMPTP inh = blocks human LMPTP phosphatase | P24666 | recombinant LMPTP-A, OMFP fluorogenic substrate, fluorescence intensity | inhibition, % at 20 µM | 0.22% of 360,000 active;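 active means compounds that cut the enzyme signal by at least half of the control window in the single-dose screen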;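 further: plate controls were DMSO wells with enzyme plus substrate for no effect and substrate without enzyme for full effect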
Target sequence (P24666 whole entry, looked up): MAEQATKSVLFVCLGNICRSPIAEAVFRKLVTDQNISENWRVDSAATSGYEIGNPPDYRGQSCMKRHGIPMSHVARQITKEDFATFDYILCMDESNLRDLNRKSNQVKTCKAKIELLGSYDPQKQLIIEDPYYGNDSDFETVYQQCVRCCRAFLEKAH
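Test system: LMPTP-A phosphatase enzyme. Amount: LMPTP-A at 0.625 nM final in the reaction. Reagent: OMFP substrate, 400 µM final. Times: 50 min at room temperature. Signal: endpoint fluorescence intensity from OMFP dephosphorylation. Read-out basis: % inhibition. Benchmarks: no-enzyme and uninhibited controls.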
MT1-MMP act inh = blocks activation of human MT1-MMP; P50281; HT1080 RFP-PRO-GFP cells, GFP/RFP ratio fluorescence, overnight; percent of plate control window, DMSO zero; 0.061% of 360,000 active; GFP/RFP ratio change, % at 20 µM;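 active means GFP/RFP ratio change of at least 30% with cell ATP level not reduced by more than half and red fluorescence within 50% of control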; further: strong numbers were not always called active
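Material: RFP-PRO-GFP reporter HT1080 cells. Dosing: single-point 20 µM compound, 1% DMSO. Controls: DMSO and RFP-L50D-GFP cell wells. Timing: cells overnight before dosing, compound overnight, 37 °C, 5% CO2. Measure: GFP/RFP fluorescence ratio.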
DNMT1 block = blocks human DNA methyltransferase DNMT1; P26358; DNMT1 molecular beacon, Hinp1I cleavage, fluorescence; inhibition (reported as % activation of signal), % at 10 µM; 0.83% of 360,000 active; in the data active means inhibition above about 50%
Rpn11 inh = Rpn11 (human) deubiquitinase inhibition; human 26S proteasome, Ub4-pepOG fluorescence polarization; 20S core pre-blocked with epoxomicin; AID 588493; calls only at 20 µM; O00487; 0.59% of 360,000 active;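 active means inhibition at 20 µM, scaled to each plate's controls, above about 33%, limit read from the data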
SKN-1 block = C. elegans SKN-1 inhibition; C. elegans VP596 Pgst-4::GFP/RFP ratio, acrylamide-induced, 24 h; inhibition, % at 21.8 µM; 0.49% of 360,000 active; AID 624304;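 active means interference check ratio from 0.5 to 1.5 plus GFP to RFP signal ratio inhibition reaching or exceeding a fixed threshold, cut at about 30% in these data, passing the limit was not always enough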; further: some compounds called inactive have numbers as strong as hits
Numbers without * were called inactive; i = inactive; . = not tested or not shown; + = active, no number.

SMILES | Scp-1 inhibitor | STEP block | NadD inh | SUMO1 PPI mod | NRP1-CendR mod | LMPTP inh | MT1-MMP act inh | DNMT1 block | Rpn11 inh | SKN-1 block
CSc1ccc(S(=O)(=O)N2CCC(C(=O)Nc3cccnc3)CC2)cc1 | 12 | -7 | -2 | 5 | 3 | 0.6 | 4 | 9 | i | 0
NC(=O)c1oc2ccccc2c1NC(=O)c1ccc([N+](=O)[O-])o1 | -7 | 4 | -2 | -26 | 1 | 0.6 | -3 | -1 | i | 11
CCN(CC)S(=O)(=O)c1ccc2c(c1)c(=O)c(C(=O)NCCCN(C)c1ccccc1)cn2C | -9 | 0 | 1 | 0 | -14 | 3.2 | 7 | -6 | i | 4
Cc1ccccc1C(=O)NC(=S)NCCC1=CCCCC1 | -11 | 2 | 2 | -1 | -1 | 6.5 | 1 | 10 | i | -5
CCN1CCN(C(=O)CCCn2c(C)c3cnn(-c4ccccc4)c(=O)c3c2C)CC1 | -1 | -2 | -2 | -8 | -11 | 1.2 | 6 | 0 | i | 10
COCCNC(=O)CN(c1cccc(OC)c1)S(=O)(=O)c1ccc(C)cc1 | -1 | 0 | -5 | 1 | 4 | -1.2 | 4 | -1 | i | 8
O=c1[nH]nc(SCc2nnc(-c3ccc([N+](=O)[O-])cc3)o2)n1C1CCCCC1 | -20 | -4 | -3 | -29 | 18 | -0.9 | 1 | 0 | i | 13
Cc1ccc(NC(=O)C(=O)Nc2ccc(C)cn2)nc1 | -3 | 0 | 1 | -3 | 11 | -1.0 | -1 | 0 | i | 9
CCn1c(=O)cc(C(F)(F)F)[nH]c1=S | -3 | 0 | -7 | 0 | -1 | -2.1 | 3 | 2 | + | 5
O=C(Nc1ccc(F)cc1F)c1ccc(-n2cncn2)nc1 | -2 | -1 | 4 | 0 | 3 | -0.2 | 2 | 10 | i | 29
COc1ccc(NC(=O)C2CCCN(S(=O)(=O)c3cccs3)C2)cc1OC (stereo not given) | -1 | 2 | -4 | 0 | -3 | 0.3 | 0 | -8 | i | 0
O=C(CC(NC(=O)c1ccccc1)c1ccccc1)NCc1ccccc1 (stereo not given) | -8 | 3 | -2 | 2 | -2 | -2.9 | 1 | 0 | i | 6
Cc1oc(-c2ccccc2Cl)nc1CSc1nc2c(c(=O)[nH]1)CCC2 | -3 | 0 | 6 | 3 | -11 | -0.2 | 0 | 0 | i | -1
Cc1ccc(N2C(=O)C(CN3CCOCC3)C2c2ccccc2)cc1 (stereo not given) | -7 | 0 | -4 | -3 | -1 | -0.7 | -2 | 2 | i | 0
CC1=C(C(=O)OC(C)C)C(c2cccs2)C(C(=O)OC(C)C)=C(C)N1 | -13 | 3 | -6 | -4 | 3 | 3.1 | 1 | 17 | i | 8
Cc1ccc(-c2nc(N)sc2CC(=O)OCC(=O)NCC2CCCO2)cc1 (stereo not given) | -5 | -3 | 3 | 2 | -11 | -0.8 | -4 | -6 | i | 2
COC(=O)Cn1cnc2c(nnn2Cc2ccc(Cl)cc2)c1=O | -6 | 0 | 9 | -2 | 3 | -0.1 | -2 | 1 | i | 5
CCCCCC1CC(CC/C(C)=N/NC(N)=O)C(=O)O1 (stereo not given) | -7 | 2 | 3 | 6 | 15 | -0.6 | -1 | 1 | i | -4
Cc1ccc(N(CC(O)CN2CCCCC2)S(=O)(=O)c2ccccc2[N+](=O)[O-])cc1 (stereo not given) | -1 | -2 | -3 | -6 | 5 | -1.4 | -2 | 0 | i | 6
O=C1C(=O)N(CCS(=O)(=O)c2ccccc2)c2ccc(F)cc21 | -2 | 2 | 2 | -3 | 9 | -0.1 | -1 | -11 | i | 4
O=C(CN(Cc1ccco1)S(=O)(=O)c1cccs1)Nc1ccccc1C(F)(F)F | -6 | -2 | -1 | 0 | -5 | 1.1 | 0 | -8 | i | 15
O=C1OCC2=C1C(c1ccc3c(c1)OCO3)c1cc3c(cc1O2)OCO3 (stereo not given) | -10 | 4 | -3 | 0 | 19 | 0.2 | 9 | 5 | i | 25
O=C1CCCCC(=O)c2ccccc2N1 | -11 | 2 | 2 | 0 | 10 | -1.3 | 2 | 2 | i | 9
COc1ccc(N2CCN(C(=O)COC(=O)CNC(=O)c3ccccc3)CC2)cc1 | -4 | 5 | 1 | -1 | 5 | -0.6 | 0 | -1 | i | 6
O=C(Nc1nnc(S(=O)(=O)N2CCOCC2)s1)c1ccc(Cl)cc1 | -8 | -3 | -3 | -1 | -3 | 0.0 | -2 | 9 | i | 3

Molecules above with a CF3 group (2):
SMILES | Scp-1 inhibitor | STEP block | NadD inh | SUMO1 PPI mod | NRP1-CendR mod | LMPTP inh | MT1-MMP act inh | DNMT1 block | Rpn11 inh | SKN-1 block
CCn1c(=O)cc(C(F)(F)F)[nH]c1=S | -3 | 0 | -7 | 0 | -1 | -2.1 | 3 | 2 | + | 5
O=C(CN(Cc1ccco1)S(=O)(=O)c1cccs1)Nc1ccccc1C(F)(F)F | -6 | -2 | -1 | 0 | -5 | 1.1 | 0 | -8 | i | 15

Reformatted in CSV form: part of the list above
compound,Scp-1 inhibitor,STEP block,NadD inh,SUMO1 PPI mod,NRP1-CendR mod,LMPTP inh,MT1-MMP act inh,DNMT1 block,Rpn11 inh,SKN-1 block
O=C(Nc1ccc(F)cc1F)c1ccc(-n2cncn2)nc1,-2,-1,4,0,3,-0.2,2,10,i,29
COc1ccc(NC(=O)C2CCCN(S(=O)(=O)c3cccs3)C2)cc1OC (stereo not given),-1,2,-4,0,-3,0.3,0,-8,i,0
O=C(CC(NC(=O)c1ccccc1)c1ccccc1)NCc1ccccc1 (stereo not given),-8,3,-2,2,-2,-2.9,1,0,i,6
Cc1oc(-c2ccccc2Cl)nc1CSc1nc2c(c(=O)[nH]1)CCC2,-3,0,6,3,-11,-0.2,0,0,i,-1

Other results:
SMILES | Scp-1 inhibitor | STEP block | NadD inh | SUMO1 PPI mod | NRP1-CendR mod | LMPTP inh | MT1-MMP act inh | DNMT1 block | Rpn11 inh | SKN-1 block
CSCCCNC(=S)N1CCN(S(=O)(=O)c2cccc(C(F)(F)F)c2)CC1 | -8 | 2 | -3 | 2 | -8 | 0.9 | -1 | -1 | i | 10
Cc1cc(C(=O)COC(=O)c2ccc[nH]c2=O)c(C)n1CCc1ccc(F)cc1 | -11 | 3 | -1 | 3 | -10 | 4.7 | 3 | -1 | i | 2
CCn1c(=O)n(CC)c2cc(N3CCCC3)c(NC(=O)c3ccccc3C)cc21 | -3 | 0 | 1 | -4 | 27* | -0.3 | 5 | 1 | i | 26
O=C1c2ccccc2C(=O)N1CC(=O)N1c2ccccc2Sc2ccccc21 | 38 | -2 | -2 | -2 | 2 | 1.5 | 5 | -8 | i | 6
C[C@@H]1C(c2cccc(Cl)c2)=NN(c2ccccc2)[C@H]1C(=O)N1CCOC1=O | -1 | -2 | 0 | 1 | -4 | 3.5 | -4 | -2 | i | -1
Cc1cc2nc(Cl)c(Cl)nc2cc1C | -14 | 1 | 1 | -9 | -4 | 0.5 | -9 | 10 | i | -9
CC(C)C[C@H](NC(=O)Nc1ccccc1F)C(=O)O | 1 | 8 | 4 | 2 | -7 | -0.3 | 5 | -1 | i | 7
COc1ccc(N=Nc2ccc(N)nc2N)cc1 | -4 | 1 | -8 | -39 | -24 | 5.3 | -2 | -2 | i | 26
CC1CC(C)CN(C(=O)c2cc(-c3ccccn3)nc3ccccc23)C1 (stereo not given) | -2 | 6 | 8 | -3 | 8 | -1.1 | -4 | -1 | i | 1
Cc1ccc(-n2c(SCC(=O)NCc3cccs3)nnc2-c2ccoc2C)cc1 | -8 | -1 | 3 | -1 | 18 | -0.6 | 0 | 1 | i | 10
COc1ccccc1NC(=O)C1CCCCN1S(=O)(=O)c1ccc(F)cc1 (stereo not given) | -9 | -3 | -15 | -1 | 6 | -3.2 | 5 | -4 | i | 23
Cn1c(=O)c2c(SCC(=O)Nc3cccc(F)c3)nc(-c3ccco3)nc2n(C)c1=O | -3 | -2 | -1 | 7 | 14 | 1.3 | -5 | 3 | i | -6
O=C(CSc1nnc(-c2ccccc2)o1)NCC1CCCCC1 | -4 | -4 | -7 | 0 | 9 | -0.4 | -7 | 0 | i | 4
Cn1ncc([N+](=O)[O-])c1C(=O)Nc1ccccc1C#N | . | 2 | 1 | -7 | -5 | -2.2 | 1 | 1 | i | 18
CCOC(=O)C1=C(C)Nc2nc(SCc3cccnc3)nn2C1c1ccc(OC)cc1 (stereo not given) | -8 | 0 | 1 | 5 | -2 | 0.3 | -8 | 1 | i | 9
Cc1ccc(N2CC(=O)Nc3c(oc4nc(-c5ccccc5)cc(C)c34)C2=O)cc1 | 4 | -2 | 6 | 0 | 17 | -2.5 | 1 | 2 | i | -4
COc1cccc(-n2cnc3sc(C)c(C)c3c2=O)c1 | -5 | -2 | -3 | -1 | -10 | -0.4 | -2 | 4 | i | 2
O=C(NCc1ccco1)C12CN(Cc3ccccc3)CC1C(c1cccc([N+](=O)[O-])c1)=NO2 (stereo not given) | -1 | -1 | 36* | -30 | 5 | 0.0 | 2 | -9 | i | -10
COc1ccc(S(=O)(=O)c2ccc(O)cc2)cc1 | -6 | 0 | -2 | 4 | 1 | 0.2 | -1 | 0 | i | 1
Nc1nc(SCc2ccccc2)cc(SCc2ccccc2)n1 | 10 | -1 | 14 | 12 | 2 | 0.6 | -3 | -14 | i | 2
COc1ccc(-c2c(C#N)c(N)n(N)c(=O)c2C#N)cc1Cl | -7 | -7 | 0 | 5 | -20 | -1.0 | 1 | -2 | i | 2
N#Cc1ccc(NC(=O)Cn2cnc(S(=O)(=O)N3CCc4ccccc43)c2)cc1 | -5 | -4 | -3 | 1 | 14 | 0.3 | -2 | -6 | i | 14
